POLH inh: qHTS for Inhibitors of Polymerase Eta | DNA polymerase eta (Homo sapiens), Q9Y253 | 1.2% of 390,000 active | recombinant Pol eta, fluorescent DNA replication assay | Potency, µM (doses to about 114 µM), for inactives: at the highest dose activity change, negative = inhibition, most hits filed as inhibitors | AID 588591, 2011; note: potency is the fitted concentration of half-maximal effect; % is set by controls: 0 for no effect and ±100 for the full control effect
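Fluorescent replication assay: 50 nM final substrate added after a 15 min room-temperature compound preincubation with 10 nM enzyme. Signal taken at 0 min and again at 10 min.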
Apoferritin bind: qHTS Assay for Identification of Novel General Anesthetics. Potency, µM (highest dose often 77.5 µM), without a hit: top-dose activity change, negative = displacement, hits mostly inhibitors. 0.074% of 350,000 active. Ferritin light chain (Equus caballus), P02791. apoferritin/1-aminoanthracene competitive binding, fluorescence. AID 485281, 2010; note: potency is the fitted concentration of half-maximal effect; % is set by controls: 0 for no effect and ±100 for the full control effect; nearly all actives have a fitted effect of over 20% in size
Target sequence (P02791 2-175 limits assumed): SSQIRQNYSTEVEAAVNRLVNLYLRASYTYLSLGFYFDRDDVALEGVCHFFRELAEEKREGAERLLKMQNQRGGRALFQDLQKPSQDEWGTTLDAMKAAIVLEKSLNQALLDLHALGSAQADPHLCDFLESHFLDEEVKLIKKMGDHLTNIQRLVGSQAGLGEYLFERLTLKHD
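Concentration-response curves derived by four-parameter Hill fitting of normalized fluorescence, where compounds displaced 1-AMA from 10 uM horse apoferritin following a brief 10 min room-temperature incubation; propofol titration acted as positive control.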
Pol iota inh: qHTS for Inhibitors of Polymerase Iota; DNA polymerase iota (Homo sapiens), Q9UNA4; Pol iota fluorescent replication assay, 10 min; Potency, µM (doses to about 115 µM), for inactives: at the top dose activity, negative = inhibition, usual class: inhibitors; 1% of 390,000 active; note: potency is the fitted concentration of half-maximal effect
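Fluorescent replication assay read twice, at 0 min and 10 min after adding 50 nM (final) substrate. Enzyme (10 nM) and compounds were first incubated 15 min at room temperature; enzyme-free buffer wells were negative controls.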
RXFP1 antagonist: qHTS Assay for Antagonists of the Relaxin Receptor RXFP1 | activity change, negative = inhibition, % at 57.5 µM | HEK293-RXFP1, relaxin-stimulated cAMP HTRF, 30 min; hits give low values | 0.59% of 350,000 active;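 active = activity change of -60% or lower, but not beyond a set lower limit; inconclusive = change between -60% and -40%, or beyond the set limit; inactive = change above -40%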; note: % is set by controls: 0 for no effect and ±100 for the full control effect
APE1 inh: qHTS Assay for Inhibitors of the Human Apurinic/apyrimidinic Endonuclease 1 (APE1). DNA repair nuclease/redox regulator APEX1 (Homo sapiens), P27695. recombinant APE1, TAMRA/BHQ-2 abasic DNA cleavage fluorescence. Potency, µM (titrated, usually from 65.8 µM), for inactives: top-dose activity change, negative = inhibition, most hits filed as inhibitors. 0.35% of 350,000 active. AID 2517, 2012;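 note: potency is the fitted concentration of half-maximal effect; plate controls were vehicle for no effect and reference inhibitor for full effect; nearly all actives have a fitted effect of over 55% in size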
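Enzyme (0.75 nM final) and test compound are incubated 15 min at room temperature before adding 50 nM quenched THF abasic-site duplex. Cleavage dequenches TAMRA, followed at 525/598 nm over three reads one minute apart.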
PGK inhibitor: qHTS Assay to Find Inhibitors of Phosphoglycerate Kinase | Phosphoglycerate kinase, glycosomal (Trypanosoma brucei brucei), P07378 | Potency, µM (titrated, usually from 57.5 µM), inactives show at the highest dose activity change, negative = inhibition, actives largely listed as inhibitors | 0.043% of 380,000 active | AID 602233, 2012 | PGK/GAPDH coupled, Kinase-Glo luminescence, 60 min; note: potency is the fitted concentration of half-maximal effect; % is set by controls: 0 for no effect and ±100 for the full control effect; nearly all actives have a fitted effect of over 60% in size
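Luminescent ATP detection (Kinase-Glo Plus) follows a 60-minute room-temperature incubation, with wells lacking PGK as controls. Buffer: 100 mM TEA (pH 7.6), 5 mM MgCl2, 0.01% Tween-20. Coupling enzyme GAPDH (100 nM final) supplies unstable 1,3-BPG in-well.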
Pol kappa inh: qHTS for Inhibitors of Polymerase Kappa; DNA polymerase kappa (Homo sapiens), Q9UBT6; Potency, µM (series often up to 107 µM), without a hit: at the top dose activity, negative = inhibition, actives largely listed as inhibitors; 0.53% of 400,000 active; purified Pol kappa, fluorescent DNA synthesis assay, 10 min; note: potency is the fitted concentration of half-maximal effect; % is set by controls: 0 for no effect and ±100 for the full control effect
Target sequence (Q9UBT6 whole entry, looked up): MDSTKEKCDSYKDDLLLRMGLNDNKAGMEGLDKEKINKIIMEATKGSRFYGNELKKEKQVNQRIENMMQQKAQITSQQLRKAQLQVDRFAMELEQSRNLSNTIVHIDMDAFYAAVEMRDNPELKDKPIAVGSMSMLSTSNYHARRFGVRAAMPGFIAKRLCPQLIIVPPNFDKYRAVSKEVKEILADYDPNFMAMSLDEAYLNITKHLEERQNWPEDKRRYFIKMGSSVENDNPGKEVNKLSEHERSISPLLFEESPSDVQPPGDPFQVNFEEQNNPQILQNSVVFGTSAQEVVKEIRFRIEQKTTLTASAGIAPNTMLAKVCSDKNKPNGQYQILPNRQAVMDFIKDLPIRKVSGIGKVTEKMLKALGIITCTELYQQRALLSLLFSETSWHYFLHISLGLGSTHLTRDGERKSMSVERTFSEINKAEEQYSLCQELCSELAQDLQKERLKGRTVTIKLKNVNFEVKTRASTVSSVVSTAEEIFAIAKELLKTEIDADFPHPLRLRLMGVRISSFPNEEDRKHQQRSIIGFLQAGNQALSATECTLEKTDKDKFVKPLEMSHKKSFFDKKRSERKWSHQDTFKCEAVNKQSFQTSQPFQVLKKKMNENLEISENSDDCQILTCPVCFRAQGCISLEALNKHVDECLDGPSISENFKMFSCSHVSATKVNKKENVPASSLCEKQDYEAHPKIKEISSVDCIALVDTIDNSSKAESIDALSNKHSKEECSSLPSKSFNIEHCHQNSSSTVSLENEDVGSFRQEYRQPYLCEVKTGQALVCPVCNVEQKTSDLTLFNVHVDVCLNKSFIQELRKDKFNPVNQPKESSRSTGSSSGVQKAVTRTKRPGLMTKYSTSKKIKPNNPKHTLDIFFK
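Readout: fluorescence, taken kinetically at 0 and 10 min. Conditions: 10 nM Pol kappa, 15 min RT compound preincubation, 50 nM substrate final. Controls: enzyme-free buffer wells.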
BLM helicase inh: qHTS Assay for Inhibitors of Bloom's syndrome helicase (BLM); Potency, µM (top dose mostly 56.1 µM), for the others: top-dose activity change, negative = inhibition, actives largely listed as inhibitors; 0.2% of 350,000 active; recombinant BLM DNA unwinding, fluorescence dequenching; AID 2528, 2010;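 note: potency is the fitted concentration of half-maximal effect; plate controls were vehicle for no effect and no enzyme for full effect; nearly all actives have a fitted effect of over 35% in size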
Pol beta inh: qHTS Assay for Inhibitors of DNA Polymerase Beta. P06746. Pol beta primer extension/strand displacement, fluorescence kinetic. Potency, µM (titrated, usually from 114 µM), inactives show at the highest dose activity change, negative = inhibition, actives largely listed as inhibitors. 1.3% of 340,000 active; note: potency is the fitted concentration of half-maximal effect; % is set by controls: 0 for no effect and ±100 for the full control effect
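Human Pol beta at 10 nM; strand-displacement substrate 50 nM final. Compound exposure 15 min at room temperature before start, reaction 10 min at room temperature.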
An asterisk follows results filed as active; i = inactive; ? = inconclusive; . = no result given; & = joins results of further samples; [ ] = another dose, or the depositor's remark. Unless noted, calls come from the whole dose curve; as a rule, active = well fitted curve in the direction sought with a large enough effect; inconclusive = small, poorly fitted or top-dose-only effect, or another doubt; inactive = no such curve, though single readings can be large; an effect the other way counts as inactive or inconclusive. Some of the compounds tested. The share of hits here may be higher or lower than overall.

nr | smiles | POLH inh | Apoferritin bind | Pol iota inh | RXFP1 antagonist | APE1 inh | PGK inhibitor | Pol kappa inh | BLM helicase inh | Pol beta inh
1 | COc1ccc(CCNC(=O)Nc2cccs2)c(OC)c1 | -7% | -10% | 6% | 0 | 1% | -2% | -21% | -4% | 6%
2 | Cc1ccc(SCC(=O)NNC(=O)c2ccccc2)cc1C | -12% | 3% | 49%[activator] | 0 | 50% | -8% | -6% | -4% | 0%
3 | CC(=O)N1CCCc2cc(S(=O)(=O)CCC(=O)Nc3cccc(C)c3C)ccc21 | -3% | 1% | 20% | 5 | 0% | -8% | -6% | 2% | 29%
4 | COc1ccc(S(=O)(=O)N2CCN(S(=O)(=O)c3ccc(C(F)(F)F)cc3)CC2)cc1C | -10% | -12% | 22% | -10 | -2% | -8% | -11% | -6% | -21%
5 | COc1ccc(OC)c(N(CC(=O)N2CCC(C)CC2)S(=O)(=O)c2ccccc2)c1 | -18% | -20% | 25% | -11 | 2% | 2% | -5% | 0% | 10%
6 | COc1ccc(COC(=O)c2cccc(S(=O)(=O)N3CCN(C(C)=O)CC3)c2)cc1F | -8% | . | 10% | -5 | -13% | 1% | -15% | . | .
7 | COc1ccc([C@H]2C=C(C(=O)O)O[C@@H](OCc3ccc(CO)cc3)C2)cc1 | -17% | -5% | -15% | . | 2% | -3% | -30% | 0% | -15%
8 | Cc1nc(CSc2nc3[nH]ncc3c(=O)n2-c2ccccc2)cs1 | -10% | -8% | 28% | -1 | 13% | -4% | -2% | -1% | -17%
9 | COCCn1c(SCC(=O)c2ccccc2)nc2ccccc2c1=O | 0% | -7% | 26% | -6 | 5% | -1% | -1% | -4% | 1%
10 | O=C(COc1ccc(/C=N/NS(=O)(=O)c2ccccc2)cc1)Nc1cccc(Cl)c1 | -21% | -8% | 4% | -18 | -5% | -11% | -6% | -9% | 0%
11 | COc1cc2oc(=O)cc(-c3ccc(-c4ccc(C)cc4)cc3)c2c(OC)c1OC | -15% | ? | 16% | . | -10%&-1% | 2% | -2% | -6%[75.6 µM] | .
12 | CN(C(=O)c1ccco1)c1nc(-c2ccc(Cl)cc2)cs1 | -8% | -13% | 15% | . | 2% | 1% | -1% | -2% | 32%
13 | CCCN(CCC)C(=O)c1c(NC(=O)CC)sc2c1CCCCC2 | -15% | -10% | -11% | 7 | -1% | i | 6% | 5% | 6%
14 | CC(=O)N1CCN(C(=O)c2ccc(S(=O)(=O)Nc3ccccc3Cl)cc2)CC1 | -5% | . | 16% | ? | -14% | -1% | -12% | . | .
15 | COc1ccc2[nH]c3c(c2c1)CCN1C(=O)C(CC(=O)NCCCn2ccnc2)C[C@H](C(=O)N2CCOCC2)[C@@]31C (stereo partly drawn) | -13% | . | -2% | . | -3% | 7% | -6% | . | .
16 | C=CC[C@H]1CC(C)=C[C@H](CC=C)N1 | -18% | -2% | 27% | 2 | 4% | -10% | -3% | -7% | 3%
17 | O=C(Cn1nc(C(F)(F)F)c2c1CCCC2)N1CCOCC1 | -19% | -9% | -4% | 2 | 21% | -9% | -7% | -1% | 0%
18 | Cc1nn(CC(=O)NCCCN2CCN(Cc3ccccc3)CC2)c(=O)c2cc(-c3ccccc3)nn12 | -4% | 1% | -9% | -9 | 39% | -2% | -6% | 3% | 8%
19 | CC(C)(C)c1ccc(C(=O)NCC(c2cccs2)S(=O)(=O)c2ccccc2)cc1 (stereo not drawn) | -14% | -1% | -6% | . | . | -13% | -11%[60.1 µM] | -13% | -1%
20 | Cc1ccc(-n2nc(-c3ccc(N)cc3)cc2N)cc1 | -4% | -12% | 10% | 1 | -4% | -3% | 0% | -4% | -1%
21 | O=C(Nc1ccccc1C(=O)N1CCOCC1)c1ccc([N+](=O)[O-])cc1 | 6% | -4% | 5% | -3 | 0% | i | 8%[60.1 µM] | -2% | -20%
22 | CC(=O)c1cccc(NC(=O)NCc2ccccn2)c1 | -4% | -3% | 13% | 0 | 17% | -1% | -13% | 0% | 15%
23 | CCOc1ccc2nc(Cl)c(C3CC(c4ccc(OC)cc4)=NN3S(C)(=O)=O)cc2c1 (stereo not drawn) | ? | -8% | ? | -6 | . | 8% | ? | 3% | 26%
24 | c1ccc(CCNCc2cccs2)nc1 | 1% | . | 53%[activator] | -6 | . | -7% | -4% | . | .
25 | CCOc1cc(/C=C2/N=C(c3ccc4c(c3)OCO4)OC2=O)ccc1OC(C)=O | -14% | . | 8% | -6 | 21% | -9% | 9% | . | .
26 | CCOc1ccc(NC(=S)Nc2ccccc2C2CC2)cc1 | 0% | -23% | 22% | -4 | 0% | i | -1% | -3% | 0%
27 | CCOC(=O)/C=C1\SCC(=O)N1CC(=O)Nc1ccccc1OC(F)F | -9% | -15% | 24% | 1 | 2% | 0% | -1% | -5% | 19%
28 | O=C(CN1C(=O)C2CCCCC2C1=O)N1CCN(c2ccccc2)CC1 (stereo not drawn) | -7% | -8% | 21% | 1 | -3% | 3% | -16% | 1% | 24%
29 | Nc1cc(=O)nc(SCC(=O)Nc2ccccc2Cl)n1-c1ccccc1 | -9% | -7% | 75%[activator] | 0 | -5% | -5% | -9% | -3% | -17%
30 | C(=N\Nc1ccc(-n2ccnc2)nn1)/c1ccccc1 | ? | -10% | 22% | 2 | -3% | -1% | -6% | -4% | -4%

Numbers 29 to 30 of the list above:
nr | smiles | POLH inh | Apoferritin bind | Pol iota inh | RXFP1 antagonist | APE1 inh | PGK inhibitor | Pol kappa inh | BLM helicase inh | Pol beta inh
29 | Nc1cc(=O)nc(SCC(=O)Nc2ccccc2Cl)n1-c1ccccc1 | -9% | -7% | 75%[activator] | 0 | -5% | -5% | -9% | -3% | -17%
30 | C(=N\Nc1ccc(-n2ccnc2)nn1)/c1ccccc1 | ? | -10% | 22% | 2 | -3% | -1% | -6% | -4% | -4%

Remaining list, next part
nr | smiles | POLH inh | Apoferritin bind | Pol iota inh | RXFP1 antagonist | APE1 inh | PGK inhibitor | Pol kappa inh | BLM helicase inh | Pol beta inh
31 | COc1ccc(C(=O)Nc2ccccc2C(=O)Nc2cccnc2)cc1 | 6% | -17% | 31%[activator] | 9 | 19%[12.4 µM] | -12% | 0% | 0% | 3%
32 | Cn1c(C(=O)N2CCCC2)cc2c(=O)n(C)c3ccccc3c21 | 5% | -7% | 7% | . | 3% | -3% | -5% | -1% | 0%
33 | COc1cc(C(=O)NNC(=O)c2nn(C)c(=O)c3ccccc23)cc(OC)c1OC | -5% | . | 50%[activator] | -5 | 9% | -9% | -4% | . | .
34 | Cc1cnc(NC(=O)c2cccs2)s1 | -9% | 5% | -22% | -3 | -11% | -6% | -9% | -3% | 13%
35 | Cc1cccc(-c2cc(C(=O)O)c3c(-c4ccc(F)cc4)[nH]nc3n2)c1 | 5% | 80%[activator] | ? | 4 | . | -3% | ? | -4% | 4%
36 | O=C(NCCc1ccccc1)c1cccnc1N1CCCCCC1 | 2% | -5% | 23% | -2 | 3% | -6% | -5% | -2% | -3%
37 | Cc1ccc(Br)cc1S(=O)(=O)N1CCN(c2ccccc2)CC1 | -13% | 94%[activator] | -2% | -10 | -2% | -7% | -13% | 3% | -1%
38 | CCCCNC(=O)CSc1nc2ccc(N3CCOCC3)cc2c(=O)n1CCc1ccccc1 | -7% | 3% | 12% | . | 17% | i | 10% | -6% | 0%
39 | COc1ccc(NC(=S)N(CCN2CCOCC2)Cc2cc3cc4c(cc3[nH]c2=O)OCCO4)cc1 | -20% | -4% | 13% | -15 | -7% | -1% | -5% | -1% | -2%
40 | COc1ccc(Sc2ccc(/C=C3\C(=O)NN(c4ccccc4)C3=O)o2)cc1 | 25µM* | 5% | 18µM* | -1 | -7% | -8% | ? | -21% | 45µM*
41 | COc1ccccc1-c1nn(CCC(=O)Nc2ccccc2)c2nc(C)cc(C)c12 | -9% | -6% | 4% | . | . | -10% | 0% | -4% | 0%
42 | Cc1ccc(C(=O)N/N=C/C2=Cc3ccccc3OC2C)cc1 (stereo not drawn) | -16% | 39%[activator] | 91%[activator] | ? | -1% | -6% | -8% | -10% | -8%
43 | C=CCN(C(=O)c1csnn1)C(C(=O)NC1CCCC1)c1ccc(OC)cc1 (stereo not drawn) | -18% | -4% | 45%[activator] | 8 | 8% | 0% | ? | -4% | 8%
44 | CCC(CC)COC(=O)C1=C(C)NC(=O)NC1c1ccc(OC)cc1 (stereo not drawn) | -26% | ? | 105%[activator] | -12 | 23% | 0% | -2% | -12% | -14%
45 | Cc1ccc(C(=O)N2CCOCC2)cc1S(=O)(=O)N1CCCC1 | -9% | -2% | 34%[activator] | -6 | 33% | -3% | 1% | -1% | 18%
46 | COc1ccc(/C(C)=N/NC(=O)C(NC(=O)c2ccccc2)c2n[nH]c(=O)c3ccccc23)c(OC)c1 (stereo not drawn) | -25% | -10% | 82%[activator] | -15 | 9% | 2% | 1% | 1% | -1%
47 | OCC1(CC2CCCCO2)CCN(Cc2cccc(O)c2)CC1 (stereo not drawn) | -3% | -6% | -8% | 8 | 2% | 8% | -13% | 2% | 1%
48 | CCc1ccc2c(CN3CCc4cc(OC)c(OC)cc4C3)cc(=O)oc2c1 | -11% | 10% | 197%[activator] | -19 | -7% | 0% | -11% | -8% | 6%
49 | CC(C)C(=O)N1c2nc(-c3ccco3)nn2C2(CCCCC2)[C@@H]2CCCC[C@@H]21 | -12% | -1% | 16% | -3 | . | 2% | -22% | -9% | 2%
50 | CCOc1ccc(N2C(=O)c3[nH]nc(-c4ccccc4)c3C2c2ccc(O)c(OC)c2)cc1 (stereo not drawn) | -13% | -15% | 17% | -11 | . | i | -6%[60.1 µM] | -7% | ?
51 | Cc1ccc(/C=C/C(=O)NCCc2ccccc2)o1 | ? | 2% | ? | -4 | 31% | -6% | -13% | -6% | -29%
